# ZTA DNA inh: ZTA (EBV) inhibition in EBNA-1 counter-screen; AID 2234; inhibition, % at 11 µM; ZTA-DNA binding, fluorescence polarization; 320,000 compounds, 0.15% hits; P03206; in the data active = inhibition above about 33%
# PREPL inh: PREPL enzyme inhibitors, primary screen, biochemical, fluorescence polarization; Prolyl endopeptidase-like (Homo sapiens), Q4J6C6; recombinant PREPL, fluorescence polarization activity-based probe; inhibition, % at 5.96 µM; 320,000 compounds, 0.68% hits; in the data active = inhibition above about 43%;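 also: 0% = enzyme with DMSO and 100% = wells lacking enzyme; many of its hits are not listed in these tables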
# PAFAH1B2 FP inh: PAFAH1B2 enzyme inhibitors, primary screen, biochemical, fluorescence polarization, human; 340,000 compounds, 1.2% hits; AID 492953, 2010; inhibition, % at 3.39 µM; recombinant PAFAH1B2, FP-rhodamine activity probe;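 active = inhibition above the mean of all tested compounds plus 3 SD, cut at about 24% in these data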;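 also: 0% = enzyme with DMSO and 100% = wells lacking PAFAH1B2; many of its hits are not listed in these tables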
# LYPLA1 counter: LYPLA1 inhibitors, primary screen, counter-screen for PME1 inhibitor project, biochemical, fluorescence polarization, FP-Rh probe ABPP; Acyl-protein thioesterase 1 (Homo sapiens), O75608; recombinant LYPLA1; inhibition, % at 5.9 µM; 320,000 compounds, 0.16% hits; AID 2174, 2009;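 active = inhibition above the mean of all tested compounds plus 3 SD, set per campaign, cut at about 14% in these data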;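 also: inhibitors block serine hydrolase probe labeling of LYPLA1 so polarization falls; 0% = enzyme with DMSO and 100% = wells lacking LYPLA1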
# EBNA-1 inh: EBNA-1 DNA-binding inhibitors, primary screen, biochemical, fluorescence polarization | inhibition, % at 14.8 µM | 300,000 compounds, 0.34% hits | AID 1950, 2009; in the data active = inhibition above about 28%
# PAFAH1B3 inh: PAFAH1B3 enzyme inhibitors, primary screen, biochemical, fluorescence polarization, human; Platelet-activating factor acetylhydrolase IB subunit alpha1 (Homo sapiens), Q15102; recombinant PAFAH1B3, FP-rhodamine probe; inhibition, % at 3.39 µM; 340,000 compounds, 0.28% hits; AID 492972, 2010;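 active = inhibition above the screen-wide average of all tested compounds plus 3 SD, cut at about 25% in these data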;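 also: 0% = enzyme with DMSO only and 100% = wells lacking PAFAH1B3 protein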
# Target sequence (Q15102 whole entry, looked up): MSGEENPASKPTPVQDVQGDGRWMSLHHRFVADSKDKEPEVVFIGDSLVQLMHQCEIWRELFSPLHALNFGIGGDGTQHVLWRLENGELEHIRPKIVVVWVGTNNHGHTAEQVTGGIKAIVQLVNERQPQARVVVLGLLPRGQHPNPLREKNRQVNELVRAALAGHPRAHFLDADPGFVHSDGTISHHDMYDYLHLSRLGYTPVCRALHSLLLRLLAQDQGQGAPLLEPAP
# LYPLA2 counter: LYPLA2 inhibitors, primary screen, counter-screen for PME1 inhibitor project, biochemical, fluorescence polarization, FP-Rh probe ABPP | Acyl-protein thioesterase 2 (Homo sapiens), O95372 | recombinant LYPLA2 | inhibition, % at 5.9 µM | 320,000 compounds, 0.38% hits | AID 2177, 2009;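 active = inhibition above the screen-wide mean plus 3 SD, limit set per campaign, cut at about 26% in these data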;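 also: 0% = LYPLA2 with DMSO and 100% = wells lacking LYPLA2 enzyme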
# Target sequence (O95372 whole entry, looked up): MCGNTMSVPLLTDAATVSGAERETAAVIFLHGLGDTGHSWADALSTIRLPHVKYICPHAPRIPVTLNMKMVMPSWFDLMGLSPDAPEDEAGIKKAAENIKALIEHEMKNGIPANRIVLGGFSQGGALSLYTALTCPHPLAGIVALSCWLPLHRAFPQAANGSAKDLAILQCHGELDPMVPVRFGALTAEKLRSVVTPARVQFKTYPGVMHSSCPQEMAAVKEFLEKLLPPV
# pPAFAH inh: pPAFAH enzyme inhibitors, primary screen, biochemical, fluorescence polarization, human; Platelet-activating factor acetylhydrolase (Homo sapiens), Q13093; recombinant pPAFAH, FP-rhodamine probe fluorescence polarization; inhibition, % at 3.39 µM; 330,000 compounds, 1.5% hits;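 active = inhibition above the mean inhibition across the screen plus 3 SD, cut at about 25% in these data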;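 also: inhibitors block binding of the rhodamine activity-based probe so polarization drops; 0% = enzyme with DMSO and 100% = wells lacking pPAFAH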
# Target sequence (Q13093 whole entry, looked up): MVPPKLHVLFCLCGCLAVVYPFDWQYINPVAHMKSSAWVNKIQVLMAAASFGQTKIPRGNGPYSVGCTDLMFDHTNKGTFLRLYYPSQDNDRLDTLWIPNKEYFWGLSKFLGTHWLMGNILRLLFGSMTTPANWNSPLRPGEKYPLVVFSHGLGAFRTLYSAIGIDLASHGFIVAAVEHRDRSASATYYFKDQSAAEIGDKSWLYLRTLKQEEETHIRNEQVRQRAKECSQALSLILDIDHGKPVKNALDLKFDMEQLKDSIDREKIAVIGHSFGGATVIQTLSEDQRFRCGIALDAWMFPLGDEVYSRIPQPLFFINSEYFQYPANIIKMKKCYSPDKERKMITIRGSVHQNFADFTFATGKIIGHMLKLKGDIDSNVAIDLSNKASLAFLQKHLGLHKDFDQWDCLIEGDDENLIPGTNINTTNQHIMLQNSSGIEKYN
# PAFAH2 FP inh: PAFAH2 enzyme inhibitors, primary screen, biochemical, fluorescence polarization, human; recombinant PAFAH2, FP-rhodamine activity probe; inhibition, % at 3.39 µM; Platelet-activating factor acetylhydrolase 2, cytoplasmic (Homo sapiens), Q99487; 340,000 compounds, 0.99% hits;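 active = inhibition above the mean over all tested compounds plus 3 SD, cut at about 30% in these data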;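 also: inhibitors block probe labeling of enzyme so polarization drops; 0% = enzyme with DMSO and 100% = wells lacking PAFAH2 protein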
# The depositor's hits bear a star; / = not tested or not shown. A portion of the library, so the mix of outcomes need not match the whole.
Compound,ZTA DNA inh,PREPL inh,PAFAH1B2 FP inh,LYPLA1 counter,EBNA-1 inh,PAFAH1B3 inh,LYPLA2 counter,pPAFAH inh,PAFAH2 FP inh
Cc1cccc(NC(=S)NNC(=S)NC2CCCCC2)c1C,15,5,2,-1,2,3,-10,0,5
COc1c(C)cc(S(=O)(=O)NCc2ccccn2)c(C)c1C,2,5,1,-2,12,6,4,6,5
COc1cccc(C(=O)Nc2nc(C)cs2)c1,-1,-3,2,-3,5,-2,-3,10,3
Cc1nn(C(=O)c2ccc([N+](=O)[O-])cc2)c(C)c1Br,-1,1,5,9,-1,8,4,2,10
COc1ccccc1C1N=C(c2ccccc2C)NO1 (stereo unspecified),-13,-3,1,4,-8,3,7,7,-1
CN(C)c1ccc(P(=O)(OCc2ccccc2)C(O)c2ccncc2)cc1 (stereo unspecified),-4,27,-1,1,0,5,-2,2,-6
COc1ccc(Cl)cc1NC(=O)c1cc(-c2ccccc2O)n[nH]1,16,13,1,-11,6,5,-11,-1,-12
COc1ccc(CNC(=O)C(=O)NCC2OCCN2S(=O)(=O)c2ccc(C)cc2)cc1 (stereo unspecified),-20,16,-3,2,-8,-4,3,1,-9
COC(=O)[C@]1(C)N[C@H](c2ccc(-c3ccc(Cl)c(Cl)c3)cc2)[C@@H]2C(=O)N(C)C(=O)[C@@H]21,-1,20,4,-3,-6,4,-4,9,2
O=C(CO/N=C/c1ccc(OC(F)F)cc1)NC1CCCCCC1,-6,20,8,0,-6,1,-2,3,9
O=C(Nc1ccc(Cl)cn1)c1cccc2ccccc12,-17,-4,3,-5,-15,3,0,-1,-4
Cc1ccnc2c1NC(=O)c1cccnc1N2C1CC1,5,2,1,1,-1,10,0,9,3
COc1cc(/C=N/NC(=O)COc2cccc(F)c2)ccc1OS(=O)(=O)c1ccc(C)cc1,-6,-14,-8,-22,0,-25,-35,-6,-36
CCOC(=O)CNC(=O)CSc1nnc(CCc2nc3ccccc3[nH]2)n1C,7,7,-3,1,-9,4,1,-1,1
CSc1ncccc1C(=O)NC1CCN(Cc2ccccc2)CC1,-6,6,1,0,-1,2,3,-5,-6
O=C1NCC(COc2cccc3ccccc23)O1 (stereo unspecified),4,-5,3,2,-4,0,1,0,5
COC(=O)c1cc(Br)c(=O)n(CCC2=CCCCC2)c1,-22,17,-2,-2,-1,13,3,-1,-6
O=C1NC2(CCCCC2)C(=O)N1CCS(=O)(=O)Oc1ccc(Br)cc1,-1,8,22,1,-6,0,-4,10,0
COc1ccc(OC)c(NC2=C(Cl)C(=O)N(Cc3ccccc3)C2=O)c1,12,5,1,-4,9,-1,-5,8,4
O=C(Cc1cccc2ccccc12)Nc1ccc(Br)cc1C(=O)O,1,-14,7,-5,4,18,-7,-7,36*
O=c1[nH]c(/C=C/c2ccccc2Cl)nc2ccccc12,-1,-2,-4,-6,9,2,-2,4,4
COc1ccc(C(=O)CN2CCN(c3ccc(F)cc3)CC2)cc1OC,-1,11,2,2,0,-1,8,14,-3
O=C(Nc1nnc(-c2ccco2)o1)c1ccc(S(=O)(=O)N2CCOCC2)cc1,7,25,4,2,5,7,7,-1,-7
O=C(NC(=S)Nc1cccc2ncccc12)c1ccccc1,21,1,0,-1,5,-1,6,2,1

# In the list so far, 2 have an aryl thioether with sulfur outside any ring:
Compound,ZTA DNA inh,PREPL inh,PAFAH1B2 FP inh,LYPLA1 counter,EBNA-1 inh,PAFAH1B3 inh,LYPLA2 counter,pPAFAH inh,PAFAH2 FP inh
CCOC(=O)CNC(=O)CSc1nnc(CCc2nc3ccccc3[nH]2)n1C,7,7,-3,1,-9,4,1,-1,1
CSc1ncccc1C(=O)NC1CCN(Cc2ccccc2)CC1,-6,6,1,0,-1,2,3,-5,-6

# Going on with the list:
Compound,ZTA DNA inh,PREPL inh,PAFAH1B2 FP inh,LYPLA1 counter,EBNA-1 inh,PAFAH1B3 inh,LYPLA2 counter,pPAFAH inh,PAFAH2 FP inh
Cc1ccc(S(=O)(=O)NNC(=O)c2cnn(-c3ccc(Cl)cc3)c2C(F)(F)F)cc1,0,-3,2,1,-1,-1,6,3,-4
O=C(NC1CCCc2ccccc21)c1ccc(CNc2c(N3CCOCC3)c(=O)c2=O)cc1 (stereo unspecified),-11,11,2,2,2,3,5,1,-4
CN(C)CCOC(=O)NC12CC3CC(CC(C3)C1)C2,-7,-5,6,-1,0,4,-1,6,1
CN(C)c1ccc(S(=O)(=O)NCC(=O)OCC(=O)Nc2cccc(Cl)c2)cc1[N+](=O)[O-],14,20,1,-6,8,3,0,13,0
CCc1ccc(-c2cc(C)no2)cc1S(=O)(=O)Nc1ccc(C)cn1,-2,4,-3,1,-2,5,5,2,6
Cc1ccc(-n2ncc(C(=O)Nc3cc(Cl)ccc3C)c2C2CCNCC2)cc1C,-13,10,2,-3,12,12,-5,7,-3
COc1ccccc1NC(=O)CNC(=O)CC12CC3CC(CC(C3)C1)C2,/,1,23,/,/,11,/,3,2
CCC1CCCCN1C(=O)CCc1nnc(Cc2c[nH]c3ccccc23)o1 (stereo unspecified),7,5,-2,-1,-4,2,2,4,-1
O=C(COc1ccccc1Cl)Nc1ccccc1C(=O)NC1CC1,-11,27,1,0,10,1,0,-4,4
C=C(C)C1Cc2cc3ccc(=O)oc3cc2O1 (stereo unspecified),4,-3,1,13,12,7,9,-4,1
CCC(CC)C(=O)N=C1SC2CS(=O)(=O)CC2N1CCc1ccc(OC)cc1 (stereo unspecified),7,8,5,4,1,6,9,5,8
Fc1ccc(-n2nnnc2-c2ccccc2Cl)cc1,5,-15,7,1,-9,-7,0,-1,4

# PAFAH2 FP inh, entries above that show a hit.
Compound,PREPL inh,PAFAH1B2 FP inh,EBNA-1 inh,PAFAH1B3 inh,pPAFAH inh,PAFAH2 FP inh
O=C(Cc1cccc2ccccc12)Nc1ccc(Br)cc1C(=O)O,-14,7,4,18,-7,36*

# The list goes on.
Compound,ZTA DNA inh,PREPL inh,PAFAH1B2 FP inh,LYPLA1 counter,EBNA-1 inh,PAFAH1B3 inh,LYPLA2 counter,pPAFAH inh,PAFAH2 FP inh
COC(=O)c1ccc(NC(c2ccc(Cl)cc2)P(=O)(OC)OC)cc1 (stereo unspecified),13,1,-3,1,2,-2,8,-6,1
COc1cc(CNCCc2ccc(F)cc2)ccc1OCc1ccc(Cl)nc1,-7,-57,1,6,7,2,24,6,-7
Cc1cc(-c2csc(N)n2)c(C)n1Cc1ccccc1,1,27,6,4,-11,13,10,12,6
O=C(Cn1cc(C(=O)C2CC2)c2ccccc21)NCC1CCCO1 (stereo unspecified),-7,-7,2,2,-10,12,5,6,-1
COc1ccc(/C=C(\NC(=O)c2ccccc2)C(=O)NCCN2CCOCC2)cc1,-8,9,-7,-1,-11,5,-2,-4,0
O=C(CNS(=O)(=O)c1cccs1)N1CCN(c2ccccc2F)CC1,15,15,1,4,3,-3,-1,5,-11
Cc1cccc(Nc2nc(-c3ccccc3)cs2)n1,-5,19,2,1,-10,1,-5,22,8
CN(CC(=O)NCC1CCCCC1)S(=O)(=O)c1ccc(Cl)cc1,10,11,1,-1,-13,9,1,-4,-3
Cc1ccc(NC(=O)n2ncc3c(C)cccc32)cc1F,0,-3,4,2,-4,0,-1,1,5
COc1cc(/C=C2\NC(=S)N(C)C2=O)ccc1OCc1ccccc1F,2,9,12,-2,7,-1,1,-2,-4
CCCC1C2C(=O)N(c3cccc(C)c3)C(=O)C2ON1c1ccccc1 (stereo unspecified),4,-1,3,1,2,6,-3,-1,-6
CCCCn1c(SCC(=O)N2CCCC2=O)nc2cc(S(N)(=O)=O)ccc21,-5,2,-2,2,/,5,10,-4,2
COc1ccc(NC(=O)Cc2ccc(-c3ccccc3)cc2)cn1,-13,8,-1,-5,9,5,-4,-1,-10
COC(=O)c1sc(NC(=O)c2ccco2)c(C#N)c1C,-25,5,3,1,-24,6,-2,3,-2
O=C(/C=C/c1ccc(O)cc1)c1ccccc1,-6,18,9,-3,-12,0,-1,0,-3
COc1ccc(OCC(=O)OCC(=O)NC2CCCCC2C)cc1 (stereo unspecified),20,4,8,-2,/,7,1,14,-5
Cc1c(OCC(=O)N2CCC(C(=O)O)CC2)ccc2c1oc(=O)c1ccccc12,-7,-6,11,-1,-9,13,2,0,8
COc1ccc(C(C)(C)NC(=O)C2CCC(=O)N(C3CC3)C2)cc1OC (stereo unspecified),-11,19,2,-1,5,0,5,1,0
COc1ccc(CCNC(=O)C(=O)NCC2OCCN2S(=O)(=O)c2cccs2)cc1OC (stereo unspecified),8,3,-2,-6,1,2,-3,5,-11
CCOC(=O)C1=C(COC(=O)CCc2ccc(F)cc2)NC(=O)NC1C (stereo unspecified),3,-1,9,5,/,5,7,2,6
Cc1cc(S(=O)(=O)NCc2cccs2)ccc1-n1cnnn1,-14,6,-4,-4,5,6,-3,1,-9
O=C(Cc1ccc(Br)cc1)N1CCCCCC1,-4,3,8,2,-10,4,4,-2,6
COc1ccc(S(=O)(=O)Nc2ccccc2C)cc1C(=O)N1CCOCC1,-10,0,1,-2,-6,3,-2,26*,8
CCc1nn(C(C)C(=O)NC(C)CCc2ccco2)c(=O)c2cc3occc3n12 (stereo unspecified),-4,9,2,2,-10,2,0,5,0
O=C(NCC(=O)N(c1ccc2c(c1)OCCO2)C(C(=O)NC1CCCC1)c1ccco1)c1ccco1 (stereo unspecified),-6,0,-2,-1,-6,-4,1,5,-4
CC1CN(S(=O)(=O)c2cc(C(=O)N(CCc3ccccc3)Cc3ccccc3)ccc2Cl)CC(C)O1 (stereo unspecified),-26,33,4,0,-8,6,13,8,13
COc1ccc(N=Cc2c(O)[nH]c3ccccc23)cc1,11,23,4,-1,-3,1,2,0,8
COc1ccc(/C(C)=N/Nc2nc(C)cc(-c3ccccc3)n2)cc1,-6,12,/,2,-13,/,1,0,/
CCn1cc(/C=C(\NC(=O)c2cc(OC)c(OC)c(OC)c2)C(=O)NCCCN2CCOCC2)c2ccccc21,-1,4,-1,2,9,1,3,6,2
CN(CCOc1ccc(-c2ccn(S(=O)(=O)c3cccc4ccccc34)n2)cc1)c1ccccn1,14,2,-1,0,5,7,2,0,-4
COc1ccc(N(CC(O)CN2C(=O)NC(C)(C)C2=O)S(=O)(=O)c2ccccc2)cc1 (stereo unspecified),1,12,0,2,-4,0,11,-1,2
O=C(c1ccccc1)c1cccn1CC(=O)N1CCN(C2CCCCC2)CC1,-8,0,3,3,5,5,11,10,2
CCc1ccccc1N(CC(=O)Nc1cccnc1)S(=O)(=O)c1ccccc1,-1,-9,1,-1,-11,2,-2,3,10
COc1ccc(NC(=O)Cc2ccsc2)c(OC)c1,-7,-1,6,0,-5,8,-2,7,-2
COc1ccc(C(=O)NNC(=S)NC(=O)/C=C/c2cccs2)cc1,15,2,-1,-3,1,8,0,0,-2
Cc1ccc(NC(=O)c2ccccc2Br)cc1S(=O)(=O)N(C)C,9,12,2,-2,-7,7,-7,3,6
CCC(C)c1ccccc1N1CC(C(=O)Nc2ccc(S(=O)(=O)N3CCOCC3)cc2)CC1=O (stereo unspecified),-5,10,7,0,-10,8,-4,-2,1
